SMN2 splice up = enhancers of SMN2 splice variant expression; Potency, µM (titrated, usually from 46.1 µM), inactives show top-dose activity change, positive = activation, actives largely listed as activators; 210,000 tested, 2.8% active; AID 1458; HEK293 SMN2-luciferase splicing reporter, luminescence, 30-36 h; note: % of control where 0% means no effect; nearly all actives have a fitted effect of over 55% in size
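HEK293 cells carry an SMN2 minigene-luciferase reporter in which exon 7 inclusion puts luciferase in frame. Cells were seeded at 2000 cells/well, attached for 10-12 hours, then exposed to compounds for 30-36 hours at 37C before ONE-Glo luminescence.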
RECQ1 helicase = blocks DNA unwinding by human RECQ1 | P46063 | RECQ1 DNA unwinding, red fluorescence kinetic read | Potency, µM (doses to about 57.3 µM), for inactives: at the top dose activity, negative = inhibition, most hits filed as inhibitors | 240,000 tested, 0.54% active | AID 2549;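 note: plate controls were vehicle for no effect and no enzyme for full effect; nearly all actives have a fitted effect of over 30% in size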
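RECQ1T1 50 nM; forked duplex (20 bp + 30-nt ss tails) 200 nM, ATP 2 mM final; pH 8.0, 2 mM MgCl2, 2.5 ug/ml poly(dI-dC); 15 min compound preincubation; discontinuous kinetic read over 2 h at RT.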
Lamin A splicing = LMNA splicing modulation | 200,000 tested, 0.01% active | HeLa LMNA splicing GFP/RFP minigene ratio, 48 h | Potency, µM (highest dose often 46.1 µM), for the others: at the top dose ratio change, negative = inhibition, usual class: inhibitors; active = well fitted inhibition curve with a large enough effect in the signal ratio, with a control signal flat, not every such curve was filed as active; inconclusive = small, poorly fitted or top-dose-only effect, or effect the other way, or a change in a side signal; the % refers to the signal ratio; note: % is set by controls: 0 for no effect and ±100 for the full control effect
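S3 HeLa stable clones carrying a lamin A-EGFP splicing minigene plus DsRed2 were seeded at 600 cells/well in Opti-MEM with 2% FBS, pin-dosed and incubated 48 h at 37°C. Acumen cytometry (488 nm) gave the GFP/RFP total-intensity ratio.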
Luc counter = Kinase-Glo luciferase inhibition (counter-screen); Q27757; Kinase-Glo luciferase, ATP luminescence, 8 min; Potency, µM (top dose mostly 38.3 µM), inactives show at the highest dose activity change, negative = inhibition, hits mostly inhibitors; 200,000 tested, 0.28% active; note: % is set by controls: 0 for no effect and ±100 for the full control effect; nearly all actives have a fitted effect of over 60% in size
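Compound is pinned into ATP-containing buffer (10 uM ATP, imidazole pH 7.2, 7 mM MgCl2). Kinase-Glo luciferase reagent is then added. Light output is recorded following an 8-min room-temperature incubation.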
Tau ThT inhib = tau fibrillization inhibition (ThT binding) | P10636 | recombinant tau K18 P301L (four-repeat tau fragment), heparin-induced fibrillization, ThT fluorescence | Potency, µM (doses to about 57.4 µM), inactives show at the top dose activity, negative = inhibition, actives largely listed as inhibitors | 270,000 tested, 2.1% active | AID 1460; note: % is set by controls: 0 for no effect and ±100 for the full control effect; nearly all actives have a fitted effect of over 55% in size
Target sequence (P10636 561-689 P618L limits assumed): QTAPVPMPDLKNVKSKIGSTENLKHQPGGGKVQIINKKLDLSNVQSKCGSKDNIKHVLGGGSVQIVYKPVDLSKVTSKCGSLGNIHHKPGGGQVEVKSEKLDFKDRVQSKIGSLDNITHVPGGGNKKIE
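K18 P301L tau (15 uM + 0.24 uM Alexa 594-tagged), heparin 20 uM, NaOAc pH 7, 6 h 37 C; ThT 30 uM, 1 h RT, ex 450/em 510 nm.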
ALDH1A1 inh = inhibitors of human aldehyde dehydrogenase 1A1 | P00352 | Purified ALDH1A1, NADH fluorescence, propionaldehyde substrate | Potency, µM (highest dose often 75.3 µM), for the others: top-dose activity, negative = inhibition, hits mostly inhibitors | 220,000 tested, 7.3% active | AID 1030; active = well fitted inhibition curve with a large enough effect, not every such curve was filed as active; inconclusive = small, poorly fitted or top-dose-only effect, or another doubt; inactive = no such curve, though single readings can be large or run the other way;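 note: plate controls were no enzyme wells and a reference inhibitor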
Target sequence (P00352 whole entry, looked up): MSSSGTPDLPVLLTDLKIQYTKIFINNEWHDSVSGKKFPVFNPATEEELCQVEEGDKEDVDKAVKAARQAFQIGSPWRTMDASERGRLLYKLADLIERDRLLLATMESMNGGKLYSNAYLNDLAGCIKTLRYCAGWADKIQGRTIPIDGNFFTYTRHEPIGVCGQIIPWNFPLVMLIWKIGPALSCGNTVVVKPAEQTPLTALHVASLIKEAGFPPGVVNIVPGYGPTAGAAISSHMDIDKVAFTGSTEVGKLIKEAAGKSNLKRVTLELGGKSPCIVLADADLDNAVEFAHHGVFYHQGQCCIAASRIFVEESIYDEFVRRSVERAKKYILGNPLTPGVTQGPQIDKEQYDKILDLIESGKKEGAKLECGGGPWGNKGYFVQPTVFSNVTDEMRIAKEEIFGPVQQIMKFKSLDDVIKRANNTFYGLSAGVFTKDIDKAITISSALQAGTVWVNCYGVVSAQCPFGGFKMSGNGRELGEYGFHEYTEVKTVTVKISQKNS
L3MBTL1 inh = L3MBTL1 (human) inhibition; AlphaScreen L3MBTL1–H3K9me1 peptide binding; Potency, µM (titrated, usually from 57.1 µM), for inactives: top-dose activity, negative = inhibition, actives largely listed as inhibitors; 230,000 tested, 0.66% active; note: % is set by controls: 0 for no effect and ±100 for the full control effect; nearly all actives have a fitted effect of over 60% in size
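L3MBTL1 (50 nM) pre-complexed 30 min with biotinylated H3(1-15)K9me1 peptide (75 nM), then compounds added for 30 min at room temperature; AlphaScreen streptavidin donor/nickel chelate acceptor beads (10 ug/mL final) read after 30 min dark incubation.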
JMJD2E inh = inhibitors of human JMJD2E histone demethylase; JMJD2E catalytic domain, FDH-coupled NADH fluorescence (FDH is formaldehyde dehydrogenase); B2RXH2; 230,000 tested, 1.6% active; Potency, µM (top dose mostly 57.1 µM), for inactives: at the top dose activity change, negative = inhibition, hits mostly inhibitors; active = well fitted inhibition curve with a large enough effect, not every such curve was filed as active; inconclusive = small, poorly fitted or top-dose-only effect, or another doubt; inactive = no such curve, though single readings can be large or run the other way;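 note: 0% = wells with enzyme and -100% = buffer wells without enzyme; nearly all actives have a fitted effect of over 50% in size; many of its hits are not listed in these tables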
Target sequence (B2RXH2 1-337 limits assumed): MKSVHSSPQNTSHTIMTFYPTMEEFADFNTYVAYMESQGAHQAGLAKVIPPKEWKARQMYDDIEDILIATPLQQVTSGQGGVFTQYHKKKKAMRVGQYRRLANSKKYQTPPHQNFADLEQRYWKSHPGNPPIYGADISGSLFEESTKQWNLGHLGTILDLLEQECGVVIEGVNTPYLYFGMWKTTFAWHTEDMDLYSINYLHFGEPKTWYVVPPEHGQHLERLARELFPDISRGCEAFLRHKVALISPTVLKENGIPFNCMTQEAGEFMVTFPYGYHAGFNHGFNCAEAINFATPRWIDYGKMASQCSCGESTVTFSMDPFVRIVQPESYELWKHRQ
Starred values were filed as active, the others as inactive; i = inactive; ? = inconclusive; / = no result given; & = joins results of further samples; [ ] = dose if it differs, or a comment. Unless noted, calls come from the whole dose curve; as a rule, active = well fitted curve in the direction sought with a large enough effect; inconclusive = small, poorly fitted or top-dose-only effect, or another doubt; inactive = no such curve, though single readings can be large; an effect the other way counts as inactive or inconclusive. Potency is the fitted concentration of half-maximal effect. Not all compounds are listed; count on the stated rates, not on these rows.

Order of values – Luc counter	Tau ThT inhib	L3MBTL1 inh	SMN2 splice up	JMJD2E inh	ALDH1A1 inh	Lamin A splicing	RECQ1 helicase
CC(C)(C)c1ccc(C(=O)N/N=C/c2ccc(OCCCF)cc2)cc1
→ 3%	-17%	-4%[11.4 µM]	-15%	-2%	?	/	16%
CCN(Cc1ccccc1)C(=O)c1ccccc1C
→ 1%	-3%	/	12%	8%	1%	-4%	2%
C=CCNC(=O)COC(=O)c1cccnc1Nc1ccccc1F
→ -6%	-10%	20%	-1%	-2%	6%	/	-1%
CN1c2ccccc2N(C)C1(C)c1ccccc1
→ -3%	4%	?	-19%	7%	?	?	0%
COc1cc([N+](=O)[O-])cc(/C=N/NC(=O)C(C)Nc2ccccc2C)c1O (stereo unspecified)
→ 1%	?	-5%	-5%	?	12%	?	-6%
CCOc1ccc2nc(N3C(=O)/C(=C/c4ccccc4)NC3=S)sc2c1
→ /	3.5µM*	4%	/	14%	1%	?	-6%
O=C1c2ccccc2C(Nc2ccc(S(=O)(=O)N3CCOCC3)cc2)N1c1cccnc1 (stereo unspecified)
→ -4%	-14%	/	-3%	-20%	6%	-4%	-6%
O=S(=O)(c1cccc(Cl)c1Cl)N1CCCCC1
→ 1%	0%	0%	3%	-7%	-2%	13%	-7%
Cc1cc(-c2nc3cccnc3s2)ccc1NS(=O)(=O)c1ccc2c(c1)OCCO2
→ -1%	-6%	2%	7%	?	?	?	i
Cc1cccc(C)c1-n1nnnc1C1(Nc2ccccc2)CCCCC1
→ 0%	-11%	/	-15%	2%	-14%	-8%	-20%
Cc1c(NC(=O)C(C)OC(=O)c2ccc(Cl)nc2)c(=O)n(-c2ccccc2)n1C (stereo unspecified)
→ -2%	3%	10%	1%	4%	8%	7%	-4%
CCCCSc1nnc([C@H](C)NC(=O)OC(C)(C)C)o1
→ 1%	-7%	40%[activator]	-19%	9%	22µM*	4%	1%
COc1cc(NC(=O)CN(c2ccc(C)cc2)S(=O)(=O)c2c(C)nn(C)c2C)cc(OC)c1
→ 2%	-9%	-10%	4%	3%	1%	9%	4%
COc1ccc(/C=C2/N=C(SCC(=O)Nc3cc(C)on3)N(c3ccccc3)C2=O)cc1
→ 2%	1%	2%	-6%	?	6%	-11%	-1%
c1nnc(-c2ccc3c(c2)OCO3)o1
→ 1%	-3%	4%	0%	?	6%	?	7%
CCCCNC(=O)N1CCN(c2ncccn2)CC1
→ -4%	-3%	10%	-3%	-4%	-4%	/	i
CCC1=C2CC[C@H]3C(=O)N(CC)C(=O)[C@H]3[C@H]2[C@@]2(C)C(=NCC(=O)OC)OC(=O)N2C1=O
→ -1%	-8%	/	0%	-5%	8%	/	-10%
O=C1CS/C(=C\S(=O)(=O)c2ccc(Cl)cc2)N1
→ -8%	-12%	2%	4%	6%	?	10%	-14%
COCc1nc2c([nH]1)c(=O)n(C)c(=O)n2CC(C)C
→ 0%&-1%	-14%&5%&-2%	-1%	16%&9%	-2%&-3%	3%&11%&0%	?	16%&-11%&-2%
Cc1cc(C(=O)Nc2ccccc2C(=O)O)ccc1NC(=O)COc1cccc([N+](=O)[O-])c1
→ 1%	?	1%	/	-2%	?	?	1%
Cc1cccc(OCC(=O)N2CCCc3ccccc32)c1
→ -3%	-4%	15%	/	5%	?	/	i
O=C(Nc1ncc(Cc2ccc(SC(F)F)cc2)s1)c1ccccc1
→ -1%	-10%	-8%	-1%	?	?	?	-15%
Cc1ccnc(NS(=O)(=O)c2cccc3nsnc23)c1
→ -2%	-2%	-1%	-11%	2%	-10%	-1%	-1%
Cc1ccc2cc(C)c(NCCO)nc2c1
→ 0%	-13%	/	20%	?	?	-5%	i
COc1ccccc1C(=O)Nn1c(-c2cccs2)nc2ccccc2c1=O
→ 0%	4%	-10%	10%[1.84 µM]	-2%	-4%	?	0%
S=c1[nH]nc(-c2ccc3c(c2)OCO3)n1-c1ccccc1
→ 0%	-4%	12%	-6%	?	?	-2%	-2%
CCCCN(C)CCNC(=O)CSCc1ccc(C)cc1
→ 13%	-3%	/	-9%	?	-9%	/	-5%
O=C(O)CCC(=O)Nc1nc2ccc([N+](=O)[O-])cc2s1
→ 1%	?	/	-1%	3%	-3%	/	6%
O=C1NC(N2CCOCC2)=N/C1=C/c1ccc2c(c1)OCO2
→ -5%	-5%	36%[activator]	-13%	-18%	-6%	/	-1%
CSCCC1NC(=O)N(CC(=O)Nc2cccc3ccccc23)C1=O (stereo unspecified)
→ 4%	-2%	/	-16%	5%	-12%	-8%	-3%
CCOC(=O)/C(=N\Nc1ccccc1[N+](=O)[O-])c1csc(Nc2ccccc2)n1
→ -6%	5µM*	?	-22%	-25%	-15%	-20%[46 µM]	-9%
O=C1CC(Cc2ccc(Cl)cc2)C(=O)N1c1ccncc1 (stereo unspecified)
→ -1%	-6%	-13%	-16%	4%	3%	6%	0%
O=c1c2ccccc2c(C=NCc2ccccn2)c(O)n1-c1ccccc1Cl
→ 0%	-4%	/	9%	-13%	?	?	-8%
CCCn1c(N)c(C(=O)CSc2nnnn2-c2ccc(O)cc2)c(=O)n(C)c1=O
→ -1%	-1%	/	-21%	-1%	-9%	-9%	-4%
C=C(C)CSc1nnc(-c2ccc(C)cc2)n1N
→ -5%	-12%	/	8.9µM*	-8%	-13%	2%	-7%
O=C1CC(SC(=NCc2ccc3c(c2)OCO3)Nc2ccccc2)C(=O)N1 (stereo unspecified)
→ -4%	-17%	/	16%	4%	?	-2%	-4%
O=C(CCc1ccccc1)Nc1cc(NC(=O)CCc2ccccc2)cc(C(=O)O)c1
→ -2%	-3%	1%	9%	13%	8%	17%[46 µM]	i
CS(=O)(=O)N1CCC(Oc2ccccc2C(=O)NC2CCCCCC2)CC1
→ -2%	-9%	1%	/	5%	?	-8%[46 µM]	2%
Cc1ccnc(NC(=O)COC(=O)C2COc3ccccc3O2)n1 (stereo unspecified)
→ -3%	-5%	3%	2%	?	?	-6%	-3%
CC(=O)c1c(C)nc2ccc(Cl)cn12
→ -2%	-6%	/	-24%	-2%	8%	2%	-2%
O=C(NCc1ccccc1)c1ccc(=O)[nH]n1
→ /	2%	-1%	/	5%	-18%	7%	i
CCc1ccc(NC(=O)Nc2cccc(OC)c2)cc1
→ -2%	-3%	0%	14µM*	7%	4%	/	-10%
CCC(c1nc2ccccc2c(=O)n1CCCn1ccnc1)N1C(=O)c2ccccc2C1=O (stereo unspecified)
→ 1%	2%	-13%	2%	-1%	?	-3%	i
CC(C)(C)C(=O)NC(c1ccc(Cl)cc1)[C@]1(C)C[C@H]1C1CCCCC1 (stereo partly specified)
→ -2%	-17%	/	-15%	4%	?	/	-15%
CCC(=O)N1CCc2cc(S(=O)(=O)CCC(=O)Nc3ccc(F)c(F)c3)ccc21
→ 7%	-14%	/	-14%	-3%	-9%	5%	-3%
Cc1ccc(S(=O)(=O)c2cc3cc(Br)ccc3oc2=O)cc1
→ 0%	14%	-6%	-20%	-5%	-1%	?	2%
CCC(C)NC(=O)CSc1nc(-c2cccs2)cc(C(F)(F)F)n1 (stereo unspecified)
→ -1%	6%	/	-9%	11%	-3%	8%	-9%
CC1=NN(c2ccccc2)C(=O)C1C(=O)C(=O)Nc1ccc(F)cc1 (stereo unspecified)
→ /	?	/	/	?	?	/	-3%
COc1cc(/C=N/NC(N)=S)ccc1OCc1ccc(C)cc1
→ 1%	-3%	-5%	?	-5%	?	?	-9%
Cc1ccc(Cn2c(SCCN3CCCCC3)nc3c2c(=O)[nH]c(=O)n3C)cc1
→ 0%	-13%	5%	-2%	-6%	?	-2%	10%
O=C(NCC1CCCO1)/C(=C\c1ccc(Cl)cc1)NC(=O)c1ccccc1 (stereo unspecified)
→ 0%	-9%	-4%	5%	?	-4%	?	-1%
Cc1cccc(-n2c(N)c(C(=O)N3CCN(C)CC3)sc2=S)c1
→ 2%	?	-14%	-2%	-15%	22µM*	-9%	i
CCCC(=O)N1CC2(C)CN(C(=O)CCC)CC(CCC)(C1)C2=O
→ 11%	-1%	/	-3%	7%	6%	-1%	i
CCOC(=O)N1CCc2c(sc(NC(=O)CN3CCN(C)CC3)c2C(=O)Nc2ccccc2)C1
→ -5%	-14%	/	-61%	-19%	14µM*	/	17%
Cc1ccccc1CNC(=O)CN(c1cccc([N+](=O)[O-])c1)S(C)(=O)=O
→ -1%	4%	-13%	-12%	15%	-12%	-7%[46 µM]	i
COc1cc(OC)cc(C(=O)Nc2cc(-c3cn4cccnc4n3)ccc2C)c1
→ 2%	-4%	15%	6%	?	?	/	0%
Nc1nc2ccccc2cc1S(=O)(=O)c1ccccc1
→ 1%	1%	10%	-8%	?	?	16%[46 µM]	-2%
Cc1cccc(Nc2nn3c(=O)c4ccccc4nc3s2)c1
→ -1%	-6%	-1%	7.9µM*	9%	9%	2%	-11%
COc1ccc(Cl)cc1-c1nc(SCC(=O)N(C)CCC#N)n[nH]1
→ 0%	-5%	10%	6%	8%	0%	1%[46 µM]	0%
O=C(NCc1ccc2c(c1)OCO2)c1ccc(Cl)nc1
→ 3%	-2%	/	16%	1%	-3%	/	-3%

Later entries.
Order of values – Luc counter	Tau ThT inhib	L3MBTL1 inh	SMN2 splice up	JMJD2E inh	ALDH1A1 inh	Lamin A splicing	RECQ1 helicase
Nc1nnc(CC(=O)N2CCCCC2)s1
→ -9%	-14%	/	?	2%	-3%	-1%	i
COC(=O)c1sccc1N/N=C(\C)c1ccc(F)c(Cl)c1
→ -3%	?	/	7%	?	?	-22%	i
CCOc1ccc(CCNC(=O)CSc2cc(=O)n(C)c3ccccc23)cc1OCC
→ 0%	-6%&-5%	4%	0%	2%	0%	?	-12%
CN(C)S(=O)(=O)c1ccc(/C(O)=C2/C(=O)C(=O)N(Cc3cccnc3)C2c2ccncc2)cc1 (stereo unspecified)
→ -1%	-14%	0%	-4%	-28%	14µM*	4%	i

Assay outcomes as filed in PubChem.
